Tat transport: inhibitors of E. coli Tat protein transport. inhibition, % at 10 µM. E. coli MC4100 TorA-mCherry Tat export, fluorescence. hit rate 0.036% among 340,000. AID 488895;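 active = mean replicate inhibition at least 50% and at least half of replicates individually reaching 50%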;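 note: exported cargo escapes ClpAP degradation while cytoplasmic cargo is degraded and loses fluorescence; 0% = median of neutral control wells and 100% = median of NaSCN control wells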
SUMO Mot1 rescue: SUMOylation pathway inhibition by Mot1-301 growth rescue | S. cerevisiae Mot1-301 growth rescue, ATP luminescence, 38.5C; percent above DMSO median, 100 means doubled | growth rescue, % at 18.8 µM | hit rate 1% among 320,000;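 active = every valid replicate shows activation above 250% relative to neutral control wells; inactive = the rest, any valid replicate at or below 250%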;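 note: OY570 slx delta 5 strain wells were the positive control but not used for scaling; some compounds called inactive have numbers as strong as hits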
PKA-R2B act: PKA-R2B complex activation; P22694+P31323; PKA-R2B holoenzyme dissociation, Cy5-IP20 fluorescence polarization; R2B truncated from residue 108, S112A mutant; 0% DMSO only, 100% 113 µM cGMP; activation, % at 11.4 µM; hit rate 0.079% among 340,000;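 active = activation above a cutoff set at the mean over all compounds plus 3 SD, cut at about 18% in these data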;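 note: higher means more holoenzyme dissociation and a rise in polarization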
Target sequence (P31323 whole entry, looked up, other chains not shown, the tested form may be a part): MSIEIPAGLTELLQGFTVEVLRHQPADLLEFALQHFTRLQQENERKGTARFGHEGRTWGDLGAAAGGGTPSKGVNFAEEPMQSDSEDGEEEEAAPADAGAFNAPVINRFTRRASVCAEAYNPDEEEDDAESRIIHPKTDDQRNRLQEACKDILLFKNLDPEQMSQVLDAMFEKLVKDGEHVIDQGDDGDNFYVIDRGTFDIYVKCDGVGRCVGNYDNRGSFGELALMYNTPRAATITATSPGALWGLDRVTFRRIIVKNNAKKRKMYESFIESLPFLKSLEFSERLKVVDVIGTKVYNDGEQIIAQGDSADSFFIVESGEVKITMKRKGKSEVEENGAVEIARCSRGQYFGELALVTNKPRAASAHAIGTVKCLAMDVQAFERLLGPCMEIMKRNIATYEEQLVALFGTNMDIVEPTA
HTR5A inv ctr: counter-screen for OPRM1-OPRD1 inverse agonists: human HTR5A inverse agonism. P47898. AID 504634. inhibition, % at 9.3 µM. HTR5A cell line, luminescence. hit rate 0.083% among 340,000; in the data active = inhibition mostly above about 23%, no sharp cut-off; inactive = mostly below about 18%;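 note: 0% = cells with DMSO and 100% = no-cell wells with DMSO; some compounds called inactive have numbers as strong as hits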
CDK5 p35 inh: inhibitors of human CDK5/p35 kinase. Recombinant CDK5/p35, ADP-Glo luminescence, 60 min. inhibition, % at 10 µM. hit rate 0.01% among 330,000. AID 488839;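 active = highest replicate inhibition of at least 50% and at least 75% of replicates reaching 50%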;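 note: plate controls were DMSO neutral control for no effect and GW8510 at 10 µM for full effect; many of its hits are not listed in these tables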
HTR5A ag ctr: counter-screen for OPRM1-OPRD1 agonists: human HTR5A agonism; HTR5A agonist assay, luminescence, cell-based; activation, % at 9.3 µM; hit rate 0.61% among 340,000; AID 504692; in the data active = activation mostly above about 9.5%, no sharp cut-off; inactive = mostly below about 7.6%;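 note: 0% = cells with vehicle only and 100% = reference agonist; strong numbers were not always called active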
Ecoli viability: counter-screen for AddAB inhibitors: E. coli growth inhibition; E. coli V3065 growth, OD600 absorbance, 18 h; inhibition, % at 11.9 µM; hit rate 0.27% among 330,000;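 active = inhibition above the campaign's mean inhibition across all tested compounds plus 3 SD, cut at about 9.9% in these data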;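 note: uninfected addAB+ strain grown without phage in ampicillin broth; 0% = DMSO wells and 100% = ciprofloxacin 0.95 µg/ml wells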
AddAB inh: less growth of phage-infected E. coli with AddAB. hit rate 0.29% among 330,000. inhibition, % at 11.9 µM. E. coli expressing H. pylori AddAB, absorbance growth; in the data active = inhibition above about 12%;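 note: 0% = vehicle wells of infected cells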
phage Ecoli inh: E. coli growth loss with phage present. AID 651602. hit rate 0.26% among 360,000. growth absorbance. inhibition, % at 11.9 µM; in the data active = inhibition above about 11%
DAGLB inhibitor: diacylglycerol lipase beta (human) inhibition; HEK293T DAGLB membrane lysate, EnzChek fluorogenic substrate; inhibition, % at 5.17 µM; hit rate 0.059% among 340,000; AID 504411; in the data active = inhibition above about 34%;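 note: 0% = enzyme with vehicle and 100% = wells lacking enzyme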
Target sequence (Q8NCG7 whole entry, looked up): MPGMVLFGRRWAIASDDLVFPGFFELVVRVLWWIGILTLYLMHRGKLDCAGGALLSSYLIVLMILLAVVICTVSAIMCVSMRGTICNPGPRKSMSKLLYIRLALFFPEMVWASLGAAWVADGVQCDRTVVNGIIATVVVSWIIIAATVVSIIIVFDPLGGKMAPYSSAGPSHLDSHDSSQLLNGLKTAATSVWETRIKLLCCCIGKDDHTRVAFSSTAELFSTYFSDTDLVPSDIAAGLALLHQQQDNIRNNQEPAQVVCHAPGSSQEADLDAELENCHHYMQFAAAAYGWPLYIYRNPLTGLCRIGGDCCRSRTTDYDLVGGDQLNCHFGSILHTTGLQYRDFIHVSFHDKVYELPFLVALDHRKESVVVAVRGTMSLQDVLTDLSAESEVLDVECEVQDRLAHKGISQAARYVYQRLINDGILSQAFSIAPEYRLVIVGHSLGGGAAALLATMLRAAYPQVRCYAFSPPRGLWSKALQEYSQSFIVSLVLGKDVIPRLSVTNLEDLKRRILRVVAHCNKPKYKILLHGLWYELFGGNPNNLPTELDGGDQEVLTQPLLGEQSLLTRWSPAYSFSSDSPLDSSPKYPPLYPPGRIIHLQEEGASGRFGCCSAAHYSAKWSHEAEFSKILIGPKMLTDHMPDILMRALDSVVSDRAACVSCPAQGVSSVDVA
PKA-R1A activ: activators of PKA-R1A complex; P00514+P68181; PKA-R1A dissociation, Cy5-IP20 fluorescence polarization; scaled: DMSO 0%, 113 µM cGMP 100%; activation, % at 11.4 µM; hit rate 0.083% among 340,000;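 active = percent activation above the mean of all tested compounds plus 3 SD, cut at about 19% in these data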;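 note: higher means more PKAc released from R1A so a rise in polarization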
* marks the source's active call; other numbers are inactive results; . = not tested or not shown.

SMILES	Tat transport	SUMO Mot1 rescue	PKA-R2B act	HTR5A inv ctr	CDK5 p35 inh	HTR5A ag ctr	Ecoli viability	AddAB inh	phage Ecoli inh	DAGLB inhibitor	PKA-R1A activ
O=C(c1ccc(C(F)(F)F)cc1)N1CCC(=O)N(C(CO)Cc2ccccc2)CC1 (stereo not given)	-4	-9	11	-10	1.9	-2	0.0	0.8	0.3	-6	0
CC(C)N1C(=O)CCC1C(=O)N1CCN(c2ccccn2)CC1 (stereo not given)	4	51	1	-24	-1.5	9	0.3	2.6	2.2	-2	-16
Cc1ccccc1N=Cc1ccc[nH]1	-11	.	-10	-10	-0.3	3	.	.	3.0	0	-10
COc1ccc(-c2csc(NC(=O)c3ccccc3Br)c2C(=O)O)cc1	-5	67	-2	4	-0.1	-1	0.5	-0.9	0.2	8	2
CCC12C(=O)C(CC)(C(c3ccccc3)=C1c1ccccc1)[C@@H]1C(=O)N(c3ccc(C)cc3)C(=O)C12 (stereo not given in full)	-2	-1	-4	9	-0.6	0	-0.7	4.7	2.7	0	-9
Cc1cc(N(CCO)CCO)ccc1N=Nc1cc(F)ccc1F	8	8	-5	27*	0.3	-10	-2.0	-1.8	1.0	43*	-5
COc1ccccc1NC(=O)Cc1noc(CSc2nnc(C)n2C)n1	-4	-1	-3	-8	-1.0	3	-1.6	-2.2	2.5	1	5
Nc1nonc1-n1nnc(C(=O)N/N=C/c2ccoc2)c1CSc1ccc(Cl)cc1	-7	-3	14	14	-0.7	-4	2.9	6.8	1.4	-3	-7
COc1ccc(NS(=O)(=O)c2cc(N)ccc2N2CCCCC2)cc1	3	23	14	-11	0.1	5	-1.7	-1.1	1.7	0	-12
CC(=O)Nc1cccc(C(=O)OCC(=O)N2CCC(c3ccccc3)=N2)c1	-5	6	-6	-30	-0.7	10	1.9	4.9	3.0	1	11
O=C(CN1CCN(S(=O)(=O)c2ccc(Br)cc2)CC1)c1ccc(O)c(O)c1	-6	4	-14	18	-1.4	0	-4.5	1.2	-2.1	6	-7
Cc1cccc(/N=C/c2sc3ccccc3c2O)n1	-6	-25	-6	-9	6.2	-2	-2.6	-1.0	2.1	0	-5
COc1ccccc1-n1nnnc1SCC(=O)NC1CCCCC1	-1	1	-9	-10	-0.7	-1	-1.6	3.0	0.2	1	-5
COc1ccc(/C=C/C=N/NC(=O)COc2ccc(OC)cc2)cc1	16	8	6	-2	.	-3	0.3	-1.5	4.7	2	-20
CC(OC(=O)c1ccc2c(=O)n3c(nc2c1)CCCCC3)C(=O)Nc1ccc(F)cc1Cl (stereo not given)	-1	8	-10	-5	-1.1	4	-0.2	-1.5	3.6	-1	-7
CCOC(=O)C1=C(N)OC2=C(C(=O)CCC2)C1c1ccco1 (stereo not given)	1	53	-5	-3	-2.7	0	-0.8	1.0	2.6	-1	-5
CC(C)(C)S(=O)(=O)/C(C#N)=N/Nc1ccc(S(C)(=O)=O)cc1	-7	-2	.	.	0.8	.	-0.7	-0.8	4.0	.	.
NC(=O)NN=C1CC2CC1C1C=CCC21 (stereo not given)	7	.	-11	-22	2.5	6	.	.	3.5	-1	-1
Cc1ccccc1N1C(S)=C(C#N)C(=O)NC12CCCCC2	-3	-11	0	-14	-0.1	-1	0.2	-1.2	2.3	2	-2
COc1ccc(C(=O)NCCc2nnc3ccc(SCC(=O)NCCc4ccc(OC)c(OC)c4)nn23)cc1	-8	9	-4	6	-0.8	-2	-0.3	-0.8	0.6	-3	-6

Pulled one by one from the entries so far:
SMILES	Tat transport	SUMO Mot1 rescue	PKA-R2B act	HTR5A inv ctr	CDK5 p35 inh	HTR5A ag ctr	Ecoli viability	AddAB inh	phage Ecoli inh	DAGLB inhibitor	PKA-R1A activ
COc1ccccc1NC(=O)Cc1noc(CSc2nnc(C)n2C)n1	-4	-1	-3	-8	-1.0	3	-1.6	-2.2	2.5	1	5
COc1ccc(-c2csc(NC(=O)c3ccccc3Br)c2C(=O)O)cc1	-5	67	-2	4	-0.1	-1	0.5	-0.9	0.2	8	2

Carrying on:
SMILES	Tat transport	SUMO Mot1 rescue	PKA-R2B act	HTR5A inv ctr	CDK5 p35 inh	HTR5A ag ctr	Ecoli viability	AddAB inh	phage Ecoli inh	DAGLB inhibitor	PKA-R1A activ
CCOc1cccc(/C=N/NC(=O)c2cc(-c3cccn3C)n[nH]2)c1O	-11	0	6	-12	-1.3	5	12*	17*	18*	5	-2
Cc1ccccc1CS(=O)(=O)CC1(O)CCN(C(=O)c2cccc(C(F)(F)F)c2)CC1	3	.	-4	9	-2.2	-4	-1.9	1.5	-3.5	1	2
COc1ccccc1NC(=O)CSc1nc(SC)ns1	1	-7	-6	7	-1.4	-6	1.0	2.5	2.7	2	-9
CC(C#N)(CCc1ccccn1)CCc1ccccn1	-1	.	1	1	-0.4	0	.	.	0.7	1	-5
Cn1c(CNC(=O)c2ccccc2)nnc1SCC(=O)Nc1nccs1	5	8	6	16	-0.3	-1	2.8	4.9	1.6	1	1
Cc1ccccc1C1=C/C(=C(\SS/C(C(=O)c2ccc(OCC(=O)O)c(Cl)c2Cl)=C2\C=C(c3ccccc3C)SS2)C(=O)c2ccc(OCC(=O)O)c(Cl)c2Cl)SS1	13	.	8	8	-0.6	-2	.	.	2.7	7	0
COc1cc(-c2noc(C)c2C(=O)NCC[C@@H]2CCCN2C)cc(OC)c1OC	-8	7	-3	-4	1.7	1	0.0	1.5	4.9	-4	7
Brc1ccc(-c2csc3[n+]2CCCCC3)cc1	-1	34	-3	13	0.1	-3	0.3	3.0	4.5	-2	2
Cc1cnc(C(=O)Nc2cccc3ncccc23)cn1	1	-2	-1	12	-1.7	-3	-0.9	-1.4	3.0	2	-6
Nc1nc(O)c(Sc2ccccc2[N+](=O)[O-])c(=O)[nH]1	-3	220	4	24	2.4	-9	1.8	1.0	-5.8	1	-5
O=C1CCC(CCC(=O)N2CCCC(C(=O)c3ccc(Cl)cc3)C2)=NN1 (stereo not given)	-3	7	-1	-11	2.8	4	4.5	2.4	2.3	0	-2
O=C(O)COc1ccccc1/C=N/NC(=O)CSc1nc2ccccc2s1	5	-17	-5	5	-2.0	1	0.2	2.8	1.2	2	-1
CC1(C(=O)O)CCC(C(=O)Nc2ccc(F)cc2)C1(C)C (stereo not given)	2	-18	-7	9	0.9	-2	-0.8	2.2	-0.3	-10	-17
CCOC(=O)c1ccc(Oc2nc(OC)nc(N(C)C)n2)cc1	-11	-21	2	-1	0.1	1	-2.2	0.1	2.0	-1	-19
COc1cccc(/C=C/C(=O)OCC(=O)Nc2cc(C(F)(F)F)ccc2Cl)c1	-4	-3	2	-5	-1.9	2	-0.8	2.9	1.6	-15	11
CC(C)CN(CC(C)C)S(=O)(=O)N1CCC(C(=O)NCc2cccnc2)CC1	4	-15	9	9	1.3	-5	-1.6	0.5	3.1	0	-4
CN(c1ccccc1)S(=O)(=O)c1cccc(NC(=O)CSc2nncs2)c1	-5	-2	-5	18	-0.6	4	1.7	1.4	2.2	-3	4
COc1cccc(CNc2ccc(S(=O)(=O)Nc3nccs3)cc2)c1O	-6	96	-4	16	0.8	-4	5.0	2.8	3.1	2	-9
COCCCN(C(=O)Nc1ccc(C)c(C)c1)C(C)c1ccccn1 (stereo not given)	3	206	-2	-37	1.3	13	-0.2	-0.2	1.9	2	-4
COc1ccc(C(=O)OCC#CCSc2nnc(-c3cccc4ccccc34)o2)cc1	-11	12	3	-21	-0.3	-1	2.0	0.9	2.4	-3	-3
CN(CCc1ccccn1)C(=O)CCC1CCCN(C(=O)CCOc2ccccc2)C1 (stereo not given)	2	.	-4	21	1.7	-2	-1.5	3.8	2.0	-1	-9
C=CCn1c(SCC(=O)c2ccc(O)c(O)c2)nnc1-c1ccccc1OC	9	-9	-9	-17	0.8	-2	-1.4	-1.1	1.0	7	2
NNC(=O)c1cc(-c2ccccc2)sc1N	5	4	-7	-3	-6.4	3	-0.8	-1.0	0.9	-35	-6
Cc1cccc(C(C)C)c1NC(=O)COC(=O)c1cc2ccccc2oc1=O	2	-3	-18	20	0.1	-8	0.7	1.9	5.3	-3	-6
COc1ccc(OC)c(-c2nc3ccccc3nc2-c2ccccc2)c1	3	6	11	-1	1.4	0	0.5	0.5	3.3	-1	-5
COCc1ccc(CN2CCCC(CO)(Cc3cccc(Cl)c3)C2)o1 (stereo not given)	-9	-12	-8	4	-0.3	-2	-3.3	2.9	1.5	2	4
COc1ccc(C(=O)OCC(=O)N2C(C)CCCC2C)cc1[N+](=O)[O-] (stereo not given)	-8	.	-11	12	0.4	0	0.9	1.6	-4.9	0	-9
COc1ccc(CCN(CC(=O)NC(C)(C)C)C(=O)Cn2nnc(-c3ccc(C)o3)n2)cc1OC	2	1	-1	4	-1.1	-1	1.2	2.9	4.2	-2	-3
COc1ccc(/C=N/NC(=O)c2ccccc2OC)cc1COc1ccccc1[N+](=O)[O-]	-6	-3	6	-31	0.2	0	1.1	-0.2	1.5	-5	-3
CCN(CC)S(=O)(=O)c1ccc(/C=C/C(=O)OCC(=O)Nc2ccc(S(N)(=O)=O)cc2)cc1	-13	-5	2	-6	0.3	2	0.4	0.2	4.8	-2	-16
O=C1NCCC/C1=N\Nc1ccc(Br)cc1	3	199	-4	0	-2.1	0	-2.6	0.7	0.1	-1	-10
Cc1ccc(S(=O)(=O)c2ccc(Oc3cccc(C)c3)cc2)cc1	5	-28	-11	-12	2.2	-1	0.0	-1.2	1.1	-9	-4
Cn1c(SCC(=O)NCC2CCCO2)nnc1-c1ccco1 (stereo not given)	-2	.	1	-7	-0.7	3	-2.2	1.4	1.6	-4	-8
COc1cccc(-c2nc(CS(=O)(=O)CC(=O)NCC(C)c3ccccc3)c(C)o2)c1 (stereo not given)	-15	7	-1	-11	2.5	1	-3.6	4.0	0.0	-3	5
CCOC(=O)C1=C(O)/C(=C/c2cn(CC(=O)N3CCCC3)c3ccccc23)SC1=Nc1ccccc1	2	.	6	3	-1.2	-1	.	.	.	1	1
COc1cc(/C=C/C(=O)O)cc(S(=O)(=O)Nc2ccc(F)cc2)c1OC	5	13	9	-19	0.5	1	-1.7	2.5	3.2	5	2
O=C(c1ccc2c3c(cccc13)CC2)C1CCCN(Cc2cccnc2)C1 (stereo not given)	-9	112	5	10	0.3	4	-0.7	4.8	-1.9	-5	10
CC(C)c1nc(SCC(=O)Nc2ccc3c(c2)OCCO3)n[nH]1	3	79	-6	-8	-1.6	3	-2.4	-0.9	1.4	-5	-11
Nc1ccc(S(=O)(=O)NC2(C(F)(F)F)NC(=O)N(Cc3ccccc3)C2=O)cc1 (stereo not given)	5	2	1	-21	-1.6	7	0.8	2.5	2.4	0	-14
CN(Cc1ccccc1)C(=O)CN1C(=O)NC(C)(c2ccc(Cl)cc2)C1=O (stereo not given)	2	179	4	10	-0.8	0	-3.0	0.8	1.3	-1	-7
CCC(=O)NC(=S)Nc1cccc(C(C)=O)c1	8	8	0	8	6.0	-3	0.5	1.1	3.2	1	-1
COc1cccc(-c2csc(N3CCN(C(=O)NC45CC6CC(CC(C6)C4)C5)CC3)n2)c1	2	-19	-5	-21	-1.3	6	0.3	2.3	-2.0	-7	6
COc1ccc(NC(=O)C2CCCN(S(=O)(=O)c3ccc4c(c3)CCCN4C(C)=O)C2)cc1Cl (stereo not given)	5	-10	5	7	-1.1	2	0.3	4.0	2.2	1	-3

Screening data as filed in PubChem BioAssay.
